Bim-Bcl-XL: disrupts Bim peptide binding to human Bcl-XL; AID 1007; Q07817; inhibition, % at 10 µM; bead flow cytometry, fluorescence; hit rate 0.04% among 190,000
Target sequence (Q07817 whole entry, looked up): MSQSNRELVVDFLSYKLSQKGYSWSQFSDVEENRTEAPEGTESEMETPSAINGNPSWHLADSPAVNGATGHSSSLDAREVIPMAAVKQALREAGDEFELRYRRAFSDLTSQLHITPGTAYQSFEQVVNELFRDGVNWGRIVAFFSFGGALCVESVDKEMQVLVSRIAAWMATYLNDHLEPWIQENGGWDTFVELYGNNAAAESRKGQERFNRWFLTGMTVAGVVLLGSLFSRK
Bim-Bfl-1: human Bim-Bfl-1 interaction inhibition; Q16548; Bead-based flow cytometry, Bim-Bfl-1 binding inhibition; inhibition, % at 10 µM; hit rate 0.12% among 190,000;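 further: 0% = wells without compound plus tracer and 100% = blocker peptide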
Avidin fluor: avidin bead compound fluorescence profile | Avidin beads, compound fluorescence 488/530 nm, flow cytometry; stronger effect = higher value | fluorescence (KMESF) at 10 µM | hit rate 0.38% among 220,000 | AID 1775; in the data active means fluorescence above about 47; further: inactives centre near 10
GSH fluor: compound fluoresces at 488/530 nm on GSH beads; fluorescence (KMESF) at 10 µM; GSH beads flow cytometry, compound fluorescence 488/530 nm; stronger effect = higher value; hit rate 0.25% among 190,000; in the data active means fluorescence above about 89;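 further: glutathione beads carrying GST-tagged Bcl family fusion proteins plus one bare bead set; values are compound well signal with DMSO vehicle wells as background; inactives centre near 16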
ABCB1 block: blocks JC-1 efflux by human ABCB1 transporter | inhibition, % at 6.6 µM | P08183 | CCRF-Adr cells, flow cytometry | hit rate 0.067% among 190,000; in the data active means inhibition above about 40%;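 further: 0% = vehicle and 100% = reference inhibitor; higher value means more JC-1 retained so stronger ABCB1 efflux block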
Bim-Bcl-B: disrupts Bim peptide binding to human Bcl-B. Q9HD36. bead-based flow cytometry. inhibition, % at 10 µM. hit rate 0.073% among 190,000;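 further: 0% = tracer peptide without compound and 100% = reference inhibitor peptide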
Target sequence (Q9HD36 whole entry, looked up): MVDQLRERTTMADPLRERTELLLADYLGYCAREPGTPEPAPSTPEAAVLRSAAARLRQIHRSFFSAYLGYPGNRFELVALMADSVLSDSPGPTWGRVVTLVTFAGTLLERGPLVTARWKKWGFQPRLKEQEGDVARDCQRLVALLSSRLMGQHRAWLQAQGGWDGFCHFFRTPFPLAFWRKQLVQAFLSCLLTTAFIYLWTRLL
Bim-Bcl-W: disrupts Bim peptide binding to human Bcl-W; hit rate 0.02% among 190,000; Q92843; inhibition, % at 10 µM; bead-based flow cytometry; AID 952;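 further: 0% = bound tracer without compound and 100% = peptide blocker; higher means less fluorescent Bim peptide bound to Bcl-W beads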
RGS4-Gao reg: human RGS4-Galphao interaction regulation | P09471 | Multiplexed bead flow cytometry, RGS4-Galphao binding; actives lie on both sides | binding response (% of control), % at 10 µM | hit rate 0.33% among 220,000; in the data active means binding response below about 49% or above about 150%; inactive means in between;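 further: fluorescent Galphao activated with aluminum fluoride binding bead-coupled RGS4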
Target sequence (P09471 whole entry, looked up): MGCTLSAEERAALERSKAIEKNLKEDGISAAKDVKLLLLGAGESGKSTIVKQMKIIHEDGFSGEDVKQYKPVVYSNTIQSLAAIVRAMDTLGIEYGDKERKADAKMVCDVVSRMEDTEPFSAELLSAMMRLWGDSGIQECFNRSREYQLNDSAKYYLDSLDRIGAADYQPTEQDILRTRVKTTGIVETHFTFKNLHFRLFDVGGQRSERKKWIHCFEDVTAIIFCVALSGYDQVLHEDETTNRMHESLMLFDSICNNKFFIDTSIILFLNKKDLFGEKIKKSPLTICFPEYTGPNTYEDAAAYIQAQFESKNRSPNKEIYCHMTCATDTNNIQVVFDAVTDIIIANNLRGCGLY
Bim-Bcl-2: human Bim-Bcl-2 interaction inhibition; P10415; Bead-based flow cytometry, Bim peptide-Bcl-2 binding; inhibition, % at 10 µM; hit rate 0.06% among 190,000; in the data active means inhibition above about 40%; inconclusive means no clear call, values can overlap the other calls;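 further: 0% = no compound wells with probe peptide and 100% = reference peptide inhibitor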
Target sequence (P10415 whole entry, looked up): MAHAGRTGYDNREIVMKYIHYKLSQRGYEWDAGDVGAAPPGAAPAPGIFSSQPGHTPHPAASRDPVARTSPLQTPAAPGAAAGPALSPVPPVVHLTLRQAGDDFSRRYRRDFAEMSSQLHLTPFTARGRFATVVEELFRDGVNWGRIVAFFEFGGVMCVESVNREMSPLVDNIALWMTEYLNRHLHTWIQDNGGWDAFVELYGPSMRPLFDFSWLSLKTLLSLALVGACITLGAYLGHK
ABCG2 block: inhibitors of human ABCG2 transporter, ABCB1 counter-screen; IgMXP3 cells, JC-1 efflux, flow cytometry; inhibition, % at 6.6 µM; hit rate 0.1% among 190,000;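 active means inhibition above 80%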;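 further: 0% = DMSO and 100% = nicardipine control wells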
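Measure – % inhibition of efflux relative to nicardipine and DMSO · Test system – ABCG2 IgMXP3 and barcoded ABCB1 CCRF-Adr cell mix · Control set – nicardipine as high control, DMSO as low control · Compound – one concentration, 6.6 µM final · Signal – flow cytometry of retained JC-1 fluorescence · Timing – 10 min exposure at 25 °C with rotation, no wash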
RGS7-Gao: human RGS7-Galphao interaction regulation. P09471. Multiplexed bead flow cytometry, RGS7-Galphao binding; actives lie on both sides. binding response (% of control), % at 10 µM. hit rate 0.35% among 220,000; in the data active means binding response below about 49% or above about 150%; inconclusive means no clear call, values can overlap the other calls; inactive means in between;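 further: fluorescent Galphao held in activated GDP-AlF4 state binding bead-coupled RGS7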
Active calls of the source: *; u = inconclusive; & = joins results of further samples. Unless noted, no stated cut-off is given here; in the data, active means inhibition above about 40%.

SMILES | Bim-Bcl-XL | Bim-Bfl-1 | Avidin fluor | GSH fluor | ABCB1 block | Bim-Bcl-B | Bim-Bcl-W | RGS4-Gao reg | Bim-Bcl-2 | ABCG2 block | RGS7-Gao
CCN(CC)C(=O)CSc1nc2ccccc2c(=O)n1CCC(=O)N1CCN(c2ccccc2)CC1 | 0 | -2 | 10 | 24 | 3.2 | -2 | 0 | 101 | 1 | 0 | 98
CCOc1ccc(N(CC(=O)NCc2ccc(OC)cc2)S(=O)(=O)c2c(C)noc2C)cc1 | -3 | -11 | 10 | 40 | 0.7 | -10 | -2 | 103 | -8 | 4 | 102
Cc1sc2ncnc(SCc3ccco3)c2c1C | -6 | -15 | 36 | 18 | 0.9 | -6 | -6 | 101 | -9 | 46 | 101
CCc1ccccc1NS(=O)(=O)c1ccc2[nH]cc(C(=O)NC3CCCC3)c(=O)c2c1 | -2 | 0 | 11 | 24 | -0.6 | -4 | -2 | 103 | 0 | -1 | 105
CCCCCn1c(=O)[nH]c2cc(C(=O)NCCc3ccc(OC)c(OC)c3)ccc2c1=O | 1 | 0 | 15 | 10 | 0.6 | 0 | -1 | 96 | -2 | 2 | 91
C[C@]12CCC(=O)C=C1CC[C@@H]1[C@@H]2[C@@H](O)C[C@@]2(C)[C@H]1CC[C@]2(O)C(=O)COC(=O)CCC(=O)O | -4&0 | -3&0 | 7 | 19&21 | 0.4&-0.1 | -6&-4 | -3&1 | 100 | -2&0 | -1&0 | 100
NC(=O)CSc1nnnn1-c1ccc(OC(F)(F)F)cc1 | -2 | -1 | 6 | 12 | 0.1 | -2 | -5 | 105 | -1 | 1 | 106
CCCSC1=C(C#N)C(c2ccccc2C)C(C(=O)OC)C(=O)N1 (stereo unspecified) | -8 | -17 | 31 | 26 | 1.5 | -7 | -1 | 97 | -15 | 13 | 98
COc1cc(/C=C2\C(=O)N(CCC#N)N=C2C)ccc1OCC(=O)Nc1ccccc1 | -6 | 2 | 10 | 9 | 0.7 | -2 | -4 | 99 | 3 | 17 | 96
COc1ccc(Cl)cc1NC(=O)CN(C)C1CCCCC1 | 0 | -6 | 5 | 32 | 0.2 | -6 | 0 | 103 | -3 | 3 | 104
COCCNC(=O)CSC1=N/C(=C/c2ccc(Cl)c(Cl)c2)C(=O)N1c1ccccc1F | 28 | 25 | 10 | 13 | -0.4 | 17 | 17 | 100 | 11 | -2 | 105
Cn1nccc1C(=O)Nc1ccccc1C(=O)O | -8 | -16 | 12 | 34 | 0.2 | -8 | 0 | 99 | -13 | 2 | 97
CC1=NOC(=O)/C1=C/c1ccc2c(c1)OCO2 | -11 | 2 | 23 | 8 | 0.1 | -3 | -7 | 99 | -1 | -1 | 98
Cc1ccccc1-n1c(O)cc(=O)[nH]c1=S | -2 | 0 | 9 | 14 | -0.4 | -1 | -2 | 103 | 3 | 1 | 104
O=P(c1ccc2c(c1)OCCO2)(N1CCOCC1)N1CCOCC1 | 2 | -8 | 7 | 31 | -0.2 | -5 | -2 | 87 | -8 | 0 | 86
O=C1Nc2c(c(=O)[nH]c(=O)n2Cc2ccccc2)C1(NS(=O)(=O)c1ccccc1)C(F)(F)F (stereo unspecified) | -5 | -2 | 7 | 17 | 0.8 | 0 | 0 | 110 | -1 | 2 | 116
Brc1ccccc1OCCCn1cnc2ccccc21 | -2 | -1 | 13 | 8 | 0.6 | -1 | 0 | 106 | -1 | 4 | 103
CC(Nc1ccccc1)c1ccncc1 (stereo unspecified) | 1 | -3 | 9 | 10 | 0.1 | -2 | 0 | 101 | 0 | 1 | u
O=S(=O)(Nc1ncccn1)c1ccc(Nc2ncnc3ccccc23)cc1 | -1 | -11 | 9 | 11 | 0.3 | -8 | 0 | 97 | -9 | 0 | 96
CC(=O)COc1ccc2c(-c3ccccc3)cc(=O)oc2c1 | -3 | -15 | 12 | 16 | 0.7 | -5 | -2 | 98 | -8 | 7 | 96
CS(C)(=O)=NS(=O)(=O)c1ccc(Cl)cc1 | 0 | -7 | 7 | 6 | 0.6 | -2 | 0 | 95 | 0 | 3 | 101
CCN(CC)C(=O)C1CCCN(Cc2nc(-c3cccs3)no2)C1 (stereo unspecified) | -1 | -3 | 1 | 15 | -0.3 | -6 | 0 | 101 | 0 | 2 | 94
COCCNC(=S)Nc1ccc(S(=O)(=O)Nc2ncccn2)cc1 | 2 | -4 | 11 | 10 | 0.4 | -3 | 1 | 103 | -2 | 0 | 100
CN1C(=O)CC(N2CCC(C(N)=O)(N3CCCCC3)CC2)C1=O (stereo unspecified) | 0 | -7 | 10 | 12 | 0.5 | -4 | 3 | 104 | -7 | 3 | 100
O=C(N=C1SCC(=O)N1c1ccccc1)c1ccco1 | 0 | 0 | 14 | 20 | 1.1 | -3 | 0 | 102 | -1 | 2 | 103

Arranged by length of the SMILES (smallest number first): some entries from above.
SMILES | Bim-Bcl-XL | Bim-Bfl-1 | Avidin fluor | GSH fluor | ABCB1 block | Bim-Bcl-B | Bim-Bcl-W | RGS4-Gao reg | Bim-Bcl-2 | ABCG2 block | RGS7-Gao
CC1=NOC(=O)/C1=C/c1ccc2c(c1)OCO2 | -11 | 2 | 23 | 8 | 0.1 | -3 | -7 | 99 | -1 | -1 | 98
O=C(N=C1SCC(=O)N1c1ccccc1)c1ccco1 | 0 | 0 | 14 | 20 | 1.1 | -3 | 0 | 102 | -1 | 2 | 103
CC(=O)COc1ccc2c(-c3ccccc3)cc(=O)oc2c1 | -3 | -15 | 12 | 16 | 0.7 | -5 | -2 | 98 | -8 | 7 | 96

Next part.
SMILES | Bim-Bcl-XL | Bim-Bfl-1 | Avidin fluor | GSH fluor | ABCB1 block | Bim-Bcl-B | Bim-Bcl-W | RGS4-Gao reg | Bim-Bcl-2 | ABCG2 block | RGS7-Gao
O=[n+]1c2c(n([O-])c3ccccc31)CCC2 | -11 | -20 | 20 | 26 | 0.2 | -5 | -3 | 95 | -13 | 2 | 97
C=CCn1c(C)cc(C2=NNC(=Nc3ccc(C)cc3)SC2)c1C | 2 | 0 | 11 | 12 | 2.8 | 1 | 2 | 98 | 1 | 6 | u
Cn1cc([C@@H]2C[C@H]3CN(Cc4cccc(Cl)c4)C(=O)[C@]34CCCN24)c(-c2ccccc2)n1 | 2 | 6 | 11 | 10 | -0.4 | 3 | 1 | 106 | -2 | -7 | 100
CCOC(=O)C1=C(C)N=c2s/c(=C\c3ccc(OC(C)=O)c(OCC)c3)c(=O)n2C1/C=C/c1ccccc1 (stereo unspecified) | -2 | -5 | 11 | 40 | 3.5 | 1 | -6 | 108 | -4 | 6 | 108
Cc1noc(C)c1S(=O)(=O)N1CCC(C(=O)NCCc2ccc(S(N)(=O)=O)cc2)CC1 | -8 | -20 | 17 | 28 | 0.1 | -9 | -4 | 102 | -12 | 1 | 100
Cc1[nH]c2ccccc2c1N=Nc1cc(C(=O)O)cc(C(=O)O)c1 | 1 | 3 | 5 | 10 | -0.3 | 0 | 0 | 94 | 0 | -1 | 89
COc1ccccc1N/C(N)=N/c1nc(CSc2nc3ccccc3s2)cc(=O)[nH]1 | -7 | -11 | 13 | 19 | 7.0 | -46 | -2 | 105 | -23 | 3 | 103
Cc1cc(=O)n2[nH]c(C(=O)O)nc2n1 | -3 | -1 | 18 | 9 | 0.1 | -2 | 1 | 108 | -1 | 0 | 106
Nc1nnc(SCCN2C(=O)c3ccccc3S2(=O)=O)s1 | 0 | -14 | 6 | 30 | -0.2 | -8 | -3 | 109 | -11 | 1 | 105
CC12CCC(C(=O)N(NC(=O)c3cc(Cl)ccc3O)C1=O)C2(C)C (stereo unspecified) | 1 | -10 | 5 | 34 | 0.1 | -6 | 1 | 99 | -9 | 1 | 101
O=C(CSc1nnnn1-c1ccc(F)cc1)NC1CCCCC1 | -1 | -2 | 11 | 13 | 0.7 | 1 | 0 | 96 | -3 | 4 | 95
O=C(CCC(=O)c1ccccc1)NCCOc1ccccc1 | 0 | -3 | 9 | 17 | -0.4 | -2 | 0 | 102 | -5 | 5 | u
CCC1CCCCN1C(=O)CNCC1CCCO1 (stereo unspecified) | -5 | -6 | 17 | 18 | 0.3 | -3 | 1 | 96 | 3 | 1 | 102
COC(=O)CC1=NC(=O)CS1 | 0 | -1 | 24 | 11 | 0.5 | -1 | 0 | 99 | 0 | 2 | 100
C/C=C/c1ccc(OCCCCN2C(=O)NC(C)(C)C2=O)c(OC)c1 | -1 | -2 | 16 | 18 | 0.5 | -5 | -2 | 100 | -4 | 2 | 103
CN(C)S(=O)(=O)c1ccc(Cl)c(NC(=O)CN2CCCCCC2)c1 | 0 | -6 | 20 | 10 | 0.1 | -7 | -3 | 102 | -1 | 0 | 99
Nc1nc(N2CCN(c3cccc(Cl)c3)CC2)n[nH]1 | 0 | -4 | 11 | 14 | -0.3 | -4 | 2 | 100 | 0 | -1 | u
CC(C)Sc1nc(NCc2ccco2)c2c3c(sc2n1)COC(C)(C)C3 | 0 | 5 | 33 | 13 | -0.1 | 0 | 1 | 94 | 1 | 0 | 93
CC(=O)OC[C@H]1O[C@H](C/C=N/OC[C@@H](O)[C@H]2O[C@@H]3OC(C)(C)O[C@@H]3[C@H]2O)C=C[C@@H]1OC(C)=O | -3 | 2 | 5 | 18 | 0.9 | -5 | -1 | 100 | -3 | 0 | 100
Cc1cc(C)n2nc(C(=O)OCCOc3ccc(F)cc3)nc2n1 | 2 | 5 | 11 | 23 | 0.3 | 0 | 2 | 107 | 4 | 1 | 106
CCN(CC(=O)Nc1sc2c(c1C#N)CCCC2)CC(=O)NC1CCS(=O)(=O)C1 (stereo unspecified) | -5 | 4 | 11 | 13 | -0.2 | 4 | -1 | 91 | 1 | 1 | 95
O=C(NCC1CCCN(C(=O)NCc2ccccc2)C1)c1ccc2c(c1)OCO2 (stereo unspecified) | -3 | -3 | 10 | 17 | -2.7 | -3 | -5 | 106 | -6 | 1 | 106
Cc1ccc(N/C=C2\CCCCC2=O)nc1 | -1 | -6 | 10 | 17 | 0.0 | -2 | -2 | 98 | -4 | 3 | 97
CCOc1ccccc1C1CC(=O)NC(SCC)=C1C#N (stereo unspecified) | -1 | -9 | 7 | 39 | 0.0 | -5 | 2 | 98 | -9 | 3 | 99
CCOCCCNS(=O)(=O)c1ccc2c(c1)OCCO2 | -9 | -6 | 22 | 14 | 0.1 | -7 | -5 | 101 | -6 | 0 | 104
Next part
SMILES | Bim-Bcl-XL | Bim-Bfl-1 | Avidin fluor | GSH fluor | ABCB1 block | Bim-Bcl-B | Bim-Bcl-W | RGS4-Gao reg | Bim-Bcl-2 | ABCG2 block | RGS7-Gao
COC(=O)CCC(=O)NNC(=O)CCC(=O)Nc1cccc(Cl)c1C | -4 | -4 | 11 | 11 | 0.9 | -1 | -1 | 102 | -5 | 3 | u
CCCN(CCC)S(=O)(=O)c1ccc(C(=O)N2CCCc3ccccc32)cc1 | -7 | -14 | 7 | 6 | 1.5 | -4 | 1 | 100 | -4 | 2 | 99
CCN(CC)c1ccc(C(=O)N/N=C(\C)c2cccnc2)cc1 | -1 | -4 | 12 | 27 | -0.1 | -3 | -2 | 104 | -4 | 3 | u
COCCSc1ccccc1C(=O)Nc1cc([N+](=O)[O-])ccc1OC | 0 | -2 | 24 | 13 | 0.7 | -4 | 0 | 98 | -2 | 11 | 100
O=C(O)c1cc2cc(Cl)cc(Cl)c2oc1=O | 0 | -1 | 33 | 20 | 0.3 | 0 | -1 | 101 | -1 | 1 | 101
CCCn1c(SCc2ccccc2)nc2c1c(=O)[nH]c(=O)n2C | -1 | -3 | 18 | 23 | 0.7 | -5 | 0 | 101 | 0 | 4 | 98
